NCI-60 one-dose screen, 48 h, at 10 µM unless noted. Numbers give growth in % (100 = growth as untreated, 0 = no growth, -100 = all killed).
UACC-62: UACC-62 melanoma; actives 5.4% (n = 81,000)
HOP-62: HOP-62 NSCLC | actives 3.9% (n = 80,000)
UACC-257: UACC-257 melanoma; actives 4.4% (n = 78,000); AID 1794764
MALME-3M: MALME-3M melanoma; actives 5.8% (n = 78,000); AID 1794766
M14: M14 melanoma; AID 1794745; actives 6.2% (n = 80,000)
A549/ATCC: A549/ATCC NSCLC. actives 3.7% (n = 81,000)
HOP-92: HOP-92 NSCLC cells | actives 6.3% (n = 71,000)
EKVX: EKVX NSCLC; actives 3% (n = 71,000); AID 1794765
* hit, by the source's call; x = no result given; & = joins results of further samples; [ ] = dose if it differs, or a comment. The calls were made as follows: active = growth percent below 10; inactive = the rest.

SMILES	UACC-62	HOP-62	UACC-257	MALME-3M	M14	A549/ATCC	HOP-92	EKVX
Cc1cccc(OCC(O)CN2CCN(c3cccc(Cl)c3)CC2)c1 (stereo not drawn)	100	130	94	97	101	98	106	115
NC(=O)CN(CC(N)=O)CC(N)=O	102	102	98	101	101	93	113	x
CCOC(=O)c1cc(C(O)C(O)C(O)CO)oc1C (stereo not drawn)	104	94	105	89	111	106	109	99
COc1ccc(-c2nc(SCc3nc4ccccc4[nH]3)nc(NCCO)c2C#N)cc1	80	84	90	103	98	83	73	82
CC(=O)c1nn(-c2ccc(C)cc2)cc1C(=O)c1cc2c(ccc3ccccc32)oc1=O	78	x	104	x	91	97	78	82
C[C@@]1(CO)C[C@@H](O)C[C@]2(C)[C@@H]1CC[C@@]13C[C@@H]4[C@@H](C[C@H]12)[C@]4(C)C3	94	99	98	105	101	96	97	x
CC[N+](C)(CC)CC[N+]1(C)Cc2c(Cl)c(Cl)c(Cl)c(Cl)c2C1	97	92	116	86	95	101	84	93
Nc1nc(N)c2nc(-c3ccccc3)c(N)nc2n1	78	109&82	79&79	77&80	49&51	36&61	76	86&90
CCOC(=O)Cn1c(-c2nonc2NC(=O)c2ccccc2F)nc2ccccc21	42	73	72	77	61	24	x	71
Cn1c(=O)[nH]c(=O)c2nc3c(nc21)-c1ccccc1C3=O	91	94	102	102	99	106	100	95
ClCC1CCCO1 (stereo not drawn)	97	110	95	x	111	96	99	x
COc1ccc(C#N)cc1OC	100	104	112	114	106	106	90	112

Gathered by group: the entries above containing a cyano group.
SMILES	UACC-62	HOP-62	UACC-257	MALME-3M	M14	A549/ATCC	HOP-92	EKVX
COc1ccc(-c2nc(SCc3nc4ccccc4[nH]3)nc(NCCO)c2C#N)cc1	80	84	90	103	98	83	73	82
COc1ccc(C#N)cc1OC	100	104	112	114	106	106	90	112

Following part:
SMILES	UACC-62	HOP-62	UACC-257	MALME-3M	M14	A549/ATCC	HOP-92	EKVX
CCS(=O)(=O)Oc1ccc(C(=O)CC2(O)C(=O)Nc3ccccc32)cc1 (stereo not drawn)	95	94	109	97	103	106	44	97
C=C[C@@H]1CCC/C=C/[C@@H]2C[C@H](O)C[C@H]2[C@H](O)/C=C/C(=O)O1	22	19	34	-12*	21	23	26	17
O=c1c2ccccc2nc(-c2ccccc2)n1O	101	96	108	103	103	110	96	104
O=C1/C(=C/c2cccs2)SC(=S)N1CCCN1CCOCC1	79	111	94	84	93	93	23	95
O=C(Cc1ccccc1)NC(CSSCC(NC(=O)Cc1ccccc1)C(=O)O)C(=O)O (stereo not drawn)	94&113	99&107	93&100	101&102	106&106	102&98	108&95	98
Cc1ccc(NC(=O)Oc2ccc(C#N)cc2)c(C)c1	93[100 µM]	99[100 µM]	97[100 µM]	106[100 µM]	107[100 µM]	97[100 µM]	94[100 µM]	104[100 µM]
CC(=O)N(C(C)=O)c1ccc(C)cc1	91	105	110	97	114	104	100	93
CC1=CSC2=NCCN12	100	108	116	x	108	105	x	103
O=c1[nH]c(=S)[nH]c(O)c1/C=C1\C=Nc2ccccc21	x	x	80	100	92	x	54	75
O=C1COCCN1c1ccc(NCc2cn(C(=O)c3ccc(Cl)cc3)c3ccccc23)cc1	-41*	60	34	78	74	47	58	84
Cc1ccc(S(=O)(=O)NC(=O)NCCSSCCNC(=O)NS(=O)(=O)c2ccc(C)cc2)cc1	101	105	89	97	111	100	92	x
COC(=O)CC[C@H](C)[C@H]1CC[C@H]2[C@@H]3CC[C@@H]4C(c5nc6ccc(Cl)cn6c5NC(C)(C)C)=C(Cl)CC[C@]4(C)[C@H]3CC(=O)[C@]12C	75	82	76	83	62	71	20	67
CCCCN(CCO)Cc1cc(Nc2c3ccccc3nc3ccccc23)ccc1O	95	74	84	73	70	92	34	78
CS(=O)(=O)c1ccc(-n2nc(C(=O)N3CCC(Cc4ccccc4)CC3)cc2-c2ccccc2)cc1	75	94	100	99	99	77	x	81
CCOP(C)(=O)/C(Cc1ccc(OC)c(OC)c1)=N\O (stereo not drawn)	96	99	113	98	108	108	100	98
COc1ccc(C(=O)c2cc(F)c(F)c(OC)c2F)c(OC(=O)CCl)c1OC(=O)CCl	71	71	84	94	63	82	89	106
CNC(=O)c1[nH]cc(-c2ccccc2)c1-c1cc(OC)c(OC)c(OC)c1	97	102	96	102	100	105	83	104
O=C1NC(=C(Cl)Cl)/C(=N/S(=O)(=O)N2CCNCC2)N1	96	98	98	100	100	100	95	99
COc1cc(NC(N)=NCC(C)(C)COc2ccc(C(F)(F)F)cc2)cnc1C#N	62	69	69	58	46	73	-9.3*	70
[2H]C([2H])([2H])Oc1cccc(/C=C/C(=O)/C=C(/C=C/c2cccc(OC([2H])([2H])[2H])c2OC([2H])([2H])[2H])OB(F)F)c1OC([2H])([2H])[2H]	67	99	64	76	93	93	102	94
O=C(/C(=N/Nc1ccc([N+](=O)[O-])cc1)c1ccccc1)c1ccccc1	75	97	77	104	86	65	70	76
CC(=O)c1c(C)nc(SCC(=O)Nc2ccccc2)n1-c1ccc(Cl)cc1	74	100	94	101	100	97	109	101
C=CCNC(=S)N/C=C(\c1ccccc1)S(=O)Cc1ccccc1 (stereo not drawn)	99	90	104	x	96	101	108	98
O=S(=O)(O)SCc1ccccc1	104	95	106	99	103	93	97	99

Rewritten as a markdown table: part of the list above.
| canonical_smiles | UACC-62 | HOP-62 | UACC-257 | MALME-3M | M14 | A549/ATCC | HOP-92 | EKVX |
| --- | --- | --- | --- | --- | --- | --- | --- | --- |
| O=C1COCCN1c1ccc(NCc2cn(C(=O)c3ccc(Cl)cc3)c3ccccc23)cc1 | -41* | 60 | 34 | 78 | 74 | 47 | 58 | 84 |
| Cc1ccc(S(=O)(=O)NC(=O)NCCSSCCNC(=O)NS(=O)(=O)c2ccc(C)cc2)cc1 | 101 | 105 | 89 | 97 | 111 | 100 | 92 | x |
| COC(=O)CC[C@H](C)[C@H]1CC[C@H]2[C@@H]3CC[C@@H]4C(c5nc6ccc(Cl)cn6c5NC(C)(C)C)=C(Cl)CC[C@]4(C)[C@H]3CC(=O)[C@]12C | 75 | 82 | 76 | 83 | 62 | 71 | 20 | 67 |
| CCCCN(CCO)Cc1cc(Nc2c3ccccc3nc3ccccc23)ccc1O | 95 | 74 | 84 | 73 | 70 | 92 | 34 | 78 |
| CS(=O)(=O)c1ccc(-n2nc(C(=O)N3CCC(Cc4ccccc4)CC3)cc2-c2ccccc2)cc1 | 75 | 94 | 100 | 99 | 99 | 77 | x | 81 |
| CCOP(C)(=O)/C(Cc1ccc(OC)c(OC)c1)=N\O (stereo not drawn) | 96 | 99 | 113 | 98 | 108 | 108 | 100 | 98 |
| COc1ccc(C(=O)c2cc(F)c(F)c(OC)c2F)c(OC(=O)CCl)c1OC(=O)CCl | 71 | 71 | 84 | 94 | 63 | 82 | 89 | 106 |
| CNC(=O)c1[nH]cc(-c2ccccc2)c1-c1cc(OC)c(OC)c(OC)c1 | 97 | 102 | 96 | 102 | 100 | 105 | 83 | 104 |
| O=C1NC(=C(Cl)Cl)/C(=N/S(=O)(=O)N2CCNCC2)N1 | 96 | 98 | 98 | 100 | 100 | 100 | 95 | 99 |
| COc1cc(NC(N)=NCC(C)(C)COc2ccc(C(F)(F)F)cc2)cnc1C#N | 62 | 69 | 69 | 58 | 46 | 73 | -9.3* | 70 |
| [2H]C([2H])([2H])Oc1cccc(/C=C/C(=O)/C=C(/C=C/c2cccc(OC([2H])([2H])[2H])c2OC([2H])([2H])[2H])OB(F)F)c1OC([2H])([2H])[2H] | 67 | 99 | 64 | 76 | 93 | 93 | 102 | 94 |
| O=C(/C(=N/Nc1ccc([N+](=O)[O-])cc1)c1ccccc1)c1ccccc1 | 75 | 97 | 77 | 104 | 86 | 65 | 70 | 76 |
| CC(=O)c1c(C)nc(SCC(=O)Nc2ccccc2)n1-c1ccc(Cl)cc1 | 74 | 100 | 94 | 101 | 100 | 97 | 109 | 101 |
| C=CCNC(=S)N/C=C(\c1ccccc1)S(=O)Cc1ccccc1 (stereo not drawn) | 99 | 90 | 104 | x | 96 | 101 | 108 | 98 |
| O=S(=O)(O)SCc1ccccc1 | 104 | 95 | 106 | 99 | 103 | 93 | 97 | 99 |

Next compounds.
SMILES	UACC-62	HOP-62	UACC-257	MALME-3M	M14	A549/ATCC	HOP-92	EKVX
CC1(C)CCCC(C)(C)N1c1ncnc2sc3c(c12)CCN(Cc1ccccc1)C3	94	90	112	105	110	112	100	86
CC(C)C(=O)Nc1ccc(-c2nc(-c3cccc(OCCN4CCOCC4)c3)c(-c3ccnc(Br)c3)[nH]2)cc1	33	55	57	34	60	63	61	77
COc1ccc(-c2nc(-c3nc4ccc(OC)cc4[nH]3)cc3c2[nH]c2ccccc23)cc1	50	54	71	59	35	13	x	x
COc1ccc(/C=C2\SC(=S)N(CCc3ccc(O)cc3)C2=O)cc1	84	109	103	100	106	95	86	97
NC(=O)c1cccc(-n2ccc3cc(NC(=O)c4cc(C(F)(F)F)cc(C(F)(F)F)c4)ccc32)n1	88	45	94	99	100	94	87	96
Cc1ccc(C)c2c(C)c(C(=O)Nc3cccc(-n4cccn4)c3)oc12	74[50 µM]	99[50 µM]	93[50 µM]	68[50 µM]	64[50 µM]	58[50 µM]	91[50 µM]	54[50 µM]
CC1=C(/C=C/C(C)=C/C=C/C(C)=C/C(=O)O)C(C)(C)CCC1	61&80&73	75&73	94&83&95	71&36&69	92&95&109	80&88&73	26&77&67	88&92&84
O=C(O)C1=Nc2ccccc2/C1=C\c1sc(Nc2ccc(O)cc2)nc1O	94	101	96	93	95	105	103	102
Cc1cc(F)ccc1C(=O)Nc1cc(-c2cccnc2)nc(NCCCN2CCOCC2)n1	95	92	93	109	104	88	96	100
CN(C)c1ccc(CSc2ccc(Cl)cc2)cc1	96	112	102	109	109	78	77	93
N#C/C(=C\c1ccc2c(c1)OCO2)c1ccccc1	70	67	86	81	59	72	65	81
COc1cc(-c2nc(SCC(C)C)nc(NC(C)(C)C)c2C#N)cc(OC)c1OC	94	104	97	97	98	96	102	96
COc1ccc(/C=C2\N=C3SCC(=O)N3C2=O)cc1	107	109	x	94	100	98	86	x
Cc1c(C(=O)N[C@@H](Cc2ccccc2)C(=O)C(=O)NCc2ccccc2)[nH]c2ccccc2c1=O	94	104	102	105	100	96	103	94
CC(C)(C)c1cc(NC(=O)Cc2ccc(-c3cnc4cc(-c5cnn(CCN6CCOCC6)c5)ccc4n3)cc2)no1	16	17	27	-6.0*	15	24	-3.3*	27
COCC(C)OC(=O)COc1ccccc1 (stereo not drawn)	101	102	105	105	96	105	86	97
CCCNC(c1ccc(N(CC)CC)cc1)C(Cl)(Cl)Cl (stereo not drawn)	88	107	105	127	106	106	90	116
COC1=C(OC)C2C3(O)CCCc4cccc(c43)N3C(=O)CCC23C=C1 (stereo not drawn)	91	99	91	101	95	98	86	96
Clc1cc2nc(-c3ccccc3)c(-c3ccccc3)nc2cc1Cl	85	90	111	86	86	100	x	83
Cc1ccc(-c2cnc3sc4c(-c5ccc(Br)cc5)n[nH]c(=O)c4n23)cc1	90	89	108	101	98	99	109	82
CC(=O)c1ccc(NC(=O)N2CCN(c3cc4c(cc3F)c(=O)c(C(=O)O)cn4C3CC3)CC2)cc1	92	98	98	104	102	103	112	103
CCN(CC)CCOc1ccc(NC(=O)C(C(C)C)N2C(=O)/C(=C/c3ccc(Br)cc3)SC2=S)cc1 (stereo not drawn)	95	104	94	-34*	76	17	79	90
CC(C)C(C#N)(C(=O)O)C(C)C	98	113	95	92	93	97	124	90
COC(=O)C(C)Oc1ccc(OC#N)cc1 (stereo not drawn)	87	98	104	93	101	99	95	100
CC1(C)CC[C@]23CC[C@]4(C)[C@H](CC[C@@H]5[C@H]6C[C@]7(Nc8ccccc8C7=O)C(C)(C)[C@@H]6CC[C@]54C)[C@H]2C1OC3=O	83	86	90	90	88	93	88	91
Nc1[nH]nc2[nH]c(=O)n3c4ccccc4nc3c12	84	91	99	95	104	102	91	90
O=C1C(c2ccccc2)C2c3ccccc3-n3c2c2c(c(-c4ccccc4)c3=O)c3ccccc3n21 (stereo not drawn)	97	84	115	105	101	107	118	91
C=C1C(=O)O[C@H]2[C@H]1CC/C(COC(=O)NCc1c[nH]c3ccc(OC)cc13)=C\CC[C@@]1(C)O[C@@H]21	-32*	49	-16*	-31*	-48*	30	x	34
C=CCOC(=O)OCCO	103	94	101	x	94	99	90	x
COc1cc(/C=N/n2cnc3oc(-c4ccccc4)cc3c2=N)cc(CN2CCN(C)CC2)c1O	102	88	106	113	103	94	75	99
Cc1ccc2oc(=O)cc(C(CC(=O)O)c3c(C)[nH][nH]c3=O)c2c1 (stereo not drawn)	x	94	93	102	103	102	95	96
COc1ccc(-c2nn(-c3cccc(NC(=O)c4ccc(Cl)c(Cl)c4)c3)cc2-c2ccncc2)cc1Cl	84	94	87	58	76	70	x	x
Nc1nn(C(=O)c2cccnc2)cc1-c1ccc(Cl)cc1	91	100	106	47	102	101	80	96
Cc1ccc(C)c(S(N)(=O)=O)c1	103	x	107	113	101	107	104	100
O=C(O)c1ccccc1Cc1ccc2c(c1)CCCC2	96	111	100	108	110	95	107	119

No enrichment for hits. Share with any hit: about 10%.
